Screening data as filed in PubChem BioAssay.
12-LOX inh – Primary qHTS assay for inhibitors of human arachidonate 12S-lipoxygenase (ALOX12): Round 2 | Polyunsaturated fatty acid lipoxygenase ALOX12 (Homo sapiens), P18054 | purified 12hLO, xylenol orange hydroperoxide absorbance | Potency, µM (doses to about 108 µM), without a hit: at the highest dose activity change, negative = inhibition, most hits filed as inhibitors | hit rate 1.1% among 580,000 | AID 1671190, 2021; active = well fitted inhibition curve with a large enough effect; inconclusive = small, poorly fitted or top-dose-only effect, or another doubt; inactive = no such curve, though single readings can be large or run the other way
Target sequence (P18054 whole entry, looked up): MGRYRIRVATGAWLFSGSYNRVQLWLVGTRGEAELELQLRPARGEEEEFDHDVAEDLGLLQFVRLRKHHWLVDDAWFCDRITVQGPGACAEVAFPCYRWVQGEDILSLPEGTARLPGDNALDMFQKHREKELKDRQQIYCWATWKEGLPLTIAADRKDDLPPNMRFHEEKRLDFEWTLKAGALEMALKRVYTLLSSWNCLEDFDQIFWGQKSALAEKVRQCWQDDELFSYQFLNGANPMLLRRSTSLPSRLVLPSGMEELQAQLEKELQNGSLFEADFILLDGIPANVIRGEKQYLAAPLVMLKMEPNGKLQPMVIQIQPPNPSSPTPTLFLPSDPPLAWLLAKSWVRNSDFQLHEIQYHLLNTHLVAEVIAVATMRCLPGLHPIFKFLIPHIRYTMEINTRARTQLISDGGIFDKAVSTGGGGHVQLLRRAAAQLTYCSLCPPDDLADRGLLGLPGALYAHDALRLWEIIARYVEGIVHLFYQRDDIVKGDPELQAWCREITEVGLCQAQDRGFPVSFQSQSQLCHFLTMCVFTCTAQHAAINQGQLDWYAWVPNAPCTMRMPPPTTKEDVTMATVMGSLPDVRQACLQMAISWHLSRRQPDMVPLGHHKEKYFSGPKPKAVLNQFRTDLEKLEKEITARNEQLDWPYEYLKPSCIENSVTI
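Purified human 12hLO at 150 nM in 25 mM Hepes, 0.01% Triton X-100, pH 7.0, preincubated 15 min at room temperature with compound. Reaction started with 40 uM arachidonic acid, 30 min at room temperature. Hydroperoxide measured by Fe-xylenol orange, 573/405 nm absorbance ratio.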
Starred values were filed as active, the others as inactive; ? = inconclusive; [ ] = dose if it differs, or a comment. % is scaled to controls: 0 for no effect and ±100 for the full control effect; potency is read from the fitted curve at half-maximal effect.

SMILES	12-LOX inh
CC(=O)Nc1ccccc1SCc1cc(=O)n2cc(C)sc2n1	45%[activator]
CCCNC(=O)C(C)NC(=O)Cc1coc(-c2ccccc2)n1 (stereo not given)	?
CC#CC(=O)N1CCCC(N2CCN(c3cccc(Cl)c3)CC2)C1 (stereo not given)	13%
C/C=C/c1ccc2c(c1)O[C@H](CN(C)CC1CCOCC1)[C@@H](C)CN([C@H](C)CO)S2(=O)=O	7%
CN1CC(=O)N(c2ccccc2F)Cc2c(NCCCc3ccccc3)ncnc21	21%
CN(C)c1cccc(NC(=O)Cn2c3c(c(=O)n2Cc2ccccc2)CCN(Cc2ccccc2)C3)c1	-7%
Clc1ccc(-n2ncc3c(NC4CCCCCCCCCCC4)ncnc32)cc1	7%
O=C(CN1C(=O)COc2ccc(C(=O)COc3ccc(Cl)cc3F)cc21)NCCc1ccccc1	?
Cc1nc(NC(=O)Cn2ccc(=O)n(C)c2=O)sc1C	23%
Cc1ccc(CN(C)C(=O)c2ccc(S(C)=O)cc2)cc1 (stereo not given)	-20%
COC(=O)C1(NC(=O)CCNC(C)=O)CCCCCC1	1%
CCOc1cc(-c2noc(-c3nnn4c3COC(c3ccc(Cl)cc3)C4)n2)ccc1OC (stereo not given)	47%
O=C(CCCCN1CCC(c2ccccc2)C1)c1ccccc1 (stereo not given)	?
N#Cc1cccc(NC(=O)NCc2ccncc2)c1	29%
CN1CCCN(S(=O)(=O)c2ccc3c(c2)CCC3)c2ccccc21	25%
C[C@H](CO)N1C[C@H](C)[C@@H](CN(C)C(=O)Nc2ccccc2F)Oc2cc(Br)ccc2S1(=O)=O	?
COc1ccc(N2C[C@@]3(O)CC[C@@H](O)[C@@H](OC)[C@@H]3[C@@](C)(O)[C@@H]2CC=C(C)C)cc1	5%
O=C(C[C@@H]1CC[C@@H]2[C@H](COC[C@H](O)CN2CCC(F)(F)F)O1)NCc1ccc2c(c1)OCO2	-17%
O=C(c1ccc(F)cc1)C1CCN(Cc2ccccc2F)CC1	-3%
Cc1ccc(S(=O)(=O)Nc2ccc(N(C)C)c(C(=O)O)c2)cc1	?
CSc1ccc(CNC(=O)c2cc3c(N4CCCC4)nc(C)cn3n2)cc1	55%[activator]
CCOC(=O)c1nnn(C(CC)C(=O)Nc2cccc(OC)c2)c1C(=O)OCC (stereo not given)	?
CCN1Cc2nnn(Cc3ccc(C)cc3)c2-c2ccccc2S1(=O)=O	0%
CCCCc1ccc(NC(=O)CC2CCCCC2)cc1	3%
COc1ccc(-c2noc(CC3CCN(C(=O)CCc4cccc(OC)c4)CC3)n2)cc1	11%
The listing continues.
SMILES	12-LOX inh
O=C(CCCc1ccccc1)N1CCC(Cc2nc(-c3ccc(F)cc3)no2)CC1	?
COc1ccccc1CC(=O)N[C@H]1CN(S(C)(=O)=O)C[C@@H]1C(C)C	19%
O=C(CN1C(=O)COc2ccccc21)Nc1cc(Cl)ccc1Oc1ccccc1	?
COc1ccc(NC(=O)c2cc3ccc(O)cc3oc2=O)cc1	-51%
O=C(/C=C/c1ccccc1C(F)(F)F)c1cc2ccccc2o1	-15%
COc1cccc(OC)c1C(=O)C1CC(=O)Nc2c1c(C)nn2-c1cc(C)cc(C)c1 (stereo not given)	8%
CN(C)c1ccc(CN(C)C2CCc3ccccc32)cc1 (stereo not given)	37%[activator][176 µM]
CCc1cn(C[C@H](NC2CCOCC2)C(=O)O)c(=O)[nH]c1=O	-4%[176 µM]
O=C(Cc1ccsc1)NCCc1ccccc1	-55%
CNc1nccc(N2CCC(CC(=O)NC3CCN(Cc4ccccc4)CC3)CC2)n1	41%[activator]
COC(=O)C1=C(C)N(C)C(=O)NC1c1cccc(Cl)c1Cl (stereo not given)	0%
CCCCN1C(=O)c2ccccc2C(C(=O)NCCC(=O)OC)C12CCCCC2 (stereo not given)	-10%
O=C(NCC(c1ccccc1)N1CCCC1)c1nn(-c2ccccc2)c(=O)c2ccccc12 (stereo not given)	9%
O=C(CCNS(=O)(=O)c1ccc(Cl)cc1)NCCc1ccccc1	-2%
CCNc1c(NC(=O)NCc2ccccc2)c(=O)oc2ccccc12	-13%
COC1C(=O)N(c2cccc(F)c2)C12CCN(C(=O)c1cccnc1C)CC2 (stereo not given)	-8%
Cc1ccccc1-c1cc2nc(NCCc3ccncc3)n(C)c(=O)c2s1	6%
CCOc1ccc2nc(S(=O)(=O)NC(=O)C3(C)CCN3C(=O)CCc3cccs3)sc2c1 (stereo not given)	-7%
CN1CCN(S(=O)(=O)c2cc(C(=O)O)cc(-c3ccncc3)c2)CC1	16%
O=C(NCc1ccc2[nH]c(=O)[nH]c2c1)[C@H]1CNC[C@H](C(=O)N2CCCC2)C1	3%
Cc1ccccc1N(C)C1CN([S+](=O)([O-])c2cccc(C(F)(F)F)c2)C1	3%[6.33 µM]
COC[C@H]1C[C@@H](NC(=O)Nc2ccc(F)cc2)[C@H](O)[C@@H]1O	?
Cc1nnc(SC(C)C(=O)Nc2ccc(F)c(Cl)c2)n1C (stereo not given)	-3%
CCc1nc(-c2c3n(c(=O)n(Cc4ccc(OC)c(F)c4)c2=O)CCCC3)no1	2%
C/C(=N/NC(=O)c1ccc(O)cc1)c1ccc(Cl)cc1	4%
Next results follow:
SMILES	12-LOX inh
CCNC(=O)N1CCCC(O)(CNS(=O)(=O)c2cnn(CC)c2C)CC1 (stereo not given)	23%
CC(C)(C)c1ccc(C(=O)N[C@H]2CC(C)(C)[C@@H]3C[C@@](C)(O)CC[C@]23CCC(=O)N2CCCC2)cc1	9%
O=C(O)CNCc1ccc(F)cc1	?
OC(c1ccccc1)(c1nc(-c2ccc3ccccc3c2)cs1)C(F)(F)F (stereo not given)	?
Cn1c(CN2CCN(c3ccc(NS(C)(=O)=O)cc3)CC2)nc2ccccc21	-44%
Cc1ccc(CC(=O)Nc2ccc(N(C)C)cc2)cc1	20µM*
CCC(C(=O)Nc1cccc(C(C)=O)c1)n1c(=O)c(-c2ccccc2NC(C)=O)nc2ccccc21 (stereo not given)	0%
CO[C@@H]1CN(C)C(=O)c2cc(NC(=O)Nc3cc(F)ccc3F)ccc2OC[C@H](C)NC[C@@H]1C	-16%
CCOC(=O)[C@]12CCCC=C1N(Cc1ccccc1)C(=O)[C@H](CC(=O)NCCCCc1ccccc1)C2	-11%
CC(C)C(=O)N1CCCC2(CNS(=O)(=O)c3cccnc3O2)C1 (stereo not given)	2%[6.33 µM]
O=C1NCCCCCN(C(=O)CCCc2ccccc2)[C@H]2CCC[C@@H]12	9%
Cn1nc(C(F)(F)F)c(Br)c1C(=O)Nc1sc2c(c1C#N)CCC2	?
COc1ccc(NC(=O)C[C@H]2C(=O)N(Cc3ccccc3)C[C@@H]2Cc2ccccc2)cc1	-9%
O=C(CCc1ccccc1)N1CCC[C@H]1c1nc(-c2ccccc2Cl)no1	72%[activator]
COc1cccc(C(=O)N2CCC[C@H]2C(=O)N2CCC[C@H]2C(=O)NCc2ccccn2)c1	-8%
CCOC(=O)C1(Cc2cccc(C(F)(F)F)c2)CCN(Cc2cc(C(C)C)n[nH]2)CC1	47%
Cc1noc(C)c1S(=O)(=O)NCc1cccnc1N(C)Cc1ccccc1	43%
COc1ccc(C(C)=O)cc1COC(=O)C12CC3CC(CC(C3)C1)C2	40%
COc1ccccc1-c1cccc2c3c([nH]c12)[C@@H]1C[C@H]2[C@@H](CN1CC3)[C@H](C)ON2C	15%
O=C(Nc1ccccc1C(=O)N1CCCC1)C1CC(=O)N(c2ccccc2)C1 (stereo not given)	-3%
COc1ccc(NC(=O)CSc2nc3ccc(NC(=O)c4ccccc4F)cc3s2)cc1	-4%
Cc1ncccc1C(=O)N1CCC(N2CC3CC(C2)[C@H]2CCCC(=O)N2C3)CC1 (stereo not given in full)	?
O=C(NCc1ccc2c(c1)OCO2)c1noc(-c2ccc(F)cc2)n1	0%
COc1ccc(C2Cn3nnc(-c4noc(-c5cccc(OC)c5)n4)c3CO2)cc1 (stereo not given)	8%
CCCCCCC1COC(c2ccc(OCC)cc2)OC1 (stereo not given)	5%
Next part.
SMILES	12-LOX inh
CCCc1ccc(C(=O)/C(C#N)=C\c2cn[nH]c2C(C)(C)C)cc1	-12%
CCN1c2cc(C(=O)NCc3ccccc3C)ccc2C(=O)N2CCCCCC21 (stereo not given)	25%
CC(NC(=O)Cc1c(F)cccc1Cl)C(=O)N1CCN(c2ccccn2)CC1 (stereo not given)	-1%
COCCN1C(=O)CCc2cc(NC(=O)c3ccc(Br)o3)ccc21	33%[activator]
O=C(c1cccc(F)c1)N1CC(=O)N2[C@@H](CO)[C@@H](c3ccc(Br)cc3)[C@@H]2C1	?
CC(C)CNC(=O)C1(CCO)CCN(c2ncccn2)C1 (stereo not given)	2%
CS(=O)(=O)N(Cc1csc(-c2cccs2)n1)C1CCN(C(=O)c2ccccc2)CC1	-2%
CCCC(=O)N(Cc1cc2cc(OC)ccc2[nH]c1=O)c1ccccc1OC	3%
Fc1cccc(F)c1/C=N/NC(=S)Nc1ccc(Cl)c(Cl)c1	?
Cc1cc(Nc2cc(Cl)cc(Cl)c2)cc(=O)n1-c1cc(Cl)cc(Cl)c1	-15%
CC(Oc1ccc(F)c(F)c1)C(=O)NCCC(=O)N(C)C (stereo not given)	28%
Cc1noc(C)c1CNCC1(COc2cnccn2)C[C@@H](O)[C@@H](O)C1 (stereo not given in full)	110%[activator][176 µM]
CCc1cccc2c(C(=O)COC(=O)CNS(=O)(=O)/C=C/c3ccc(C)cc3)c[nH]c12	-29%
Cc1ccc(-n2nnnc2Sc2nnnn2-c2ccccc2)cc1	8%
CCOc1ccccc1NC(=O)CN(c1ccc(OC)c(OC)c1)S(=O)(=O)c1ccc(C)cc1	-10%
CCOC(=O)c1[nH]c(C)c(C(=O)OC(C)C(=O)OC)c1C (stereo not given)	6%
COc1ccccc1C(=O)Oc1ccc(NC(=O)Cc2nn(C)c(=O)c3ccccc23)cc1	4%
COc1ccc(C(N)c2csc(Nc3nncc4ccccc34)n2)cc1 (stereo not given)	-35%
Cn1cnc(S(=O)(=O)N2CCCC(Cn3c(C4CC4)nc4cccnc43)C2)c1 (stereo not given)	51%[activator]
Cc1nn2c(c1-c1cccnc1N1CCOCC1)N(C(=O)C(C)C)CCC2	-3%[176 µM]
CC(=O)N1CCN(c2nc3c(s2)CC(C(=O)NCc2ccc(C(C)C)cc2)CC3)CC1 (stereo not given)	?
Cc1ccc(C(=O)Nc2ccc3oc(-c4ccc(F)cc4)nc3c2)cc1[N+](=O)[O-]	8%
CCOc1ccccc1CN1CCC2(CC1)Cc1ccccc1CNC2=O	7%[6.33 µM]
COCCNc1nc(NCC2CCCCC2)c2sc(-c3ccccc3)cc2n1	?
Cc1cccc(C)c1NC(=O)CN1CCN(c2ccc(F)cc2)CC1	-23%
Next section.
SMILES	12-LOX inh
COc1cccc2cc(C(=O)NCc3ccc(C(=O)N4CCCCC4)cc3)c(=O)oc12	2%
Cc1noc2c(NCc3cnccn3)cc(-c3ccc(Cl)cc3)nc12	3%[176 µM]
Cn1ccnc1CN1CCC2(CC1)OC(=O)N(Cc1ccccc1F)C2(C)c1ccccc1 (stereo not given)	40%[activator]
CCOC(=O)N1CCC(N[C@@H]2CC[C@@H]2NC(=O)CCn2cncn2)CC1	-18%
O=C(CN1CCOCC1)N1CCNc2cnc(Nc3ccc(-n4ccnc4)cc3)nc2C1	33%[activator][176 µM]
COc1ccc(CN2C[C@H]3CN(Cc4ccccc4)CCN3C2=O)cc1	2%[176 µM]
CCOc1ccccc1C1NC(=O)N(CC(=O)NCc2ccccc2)C2=C1C(=O)OC2 (stereo not given)	45%[activator]
CCOC(=O)c1oc2cc(OCC(=O)c3ccccc3)ccc2c(=O)c1-c1ccc2c(c1)OCCO2	6%
COc1cc(F)c(-c2nccn2CC(O)c2ccccc2)cc1OC (stereo not given)	32%[activator]
C=CCNC(=O)N[C@H]1CCN(C(=O)CC(C)(C)C)[C@@H]1C(=O)N[C@@H](C(=O)OC)C(C)C	58%[activator][176 µM]

For reference, some entries already given:
SMILES	12-LOX inh
Cc1ccc(C(=O)Nc2ccc3oc(-c4ccc(F)cc4)nc3c2)cc1[N+](=O)[O-]	8%
CCOc1ccccc1CN1CCC2(CC1)Cc1ccccc1CNC2=O	7%[6.33 µM]
COCCNc1nc(NCC2CCCCC2)c2sc(-c3ccccc3)cc2n1	?
Cc1cccc(C)c1NC(=O)CN1CCN(c2ccc(F)cc2)CC1	-23%
COc1cccc2cc(C(=O)NCc3ccc(C(=O)N4CCCCC4)cc3)c(=O)oc12	2%
Cc1noc2c(NCc3cnccn3)cc(-c3ccc(Cl)cc3)nc12	3%[176 µM]
Cn1ccnc1CN1CCC2(CC1)OC(=O)N(Cc1ccccc1F)C2(C)c1ccccc1 (stereo not given)	40%[activator]
CCOC(=O)N1CCC(N[C@@H]2CC[C@@H]2NC(=O)CCn2cncn2)CC1	-18%
O=C(CN1CCOCC1)N1CCNc2cnc(Nc3ccc(-n4ccnc4)cc3)nc2C1	33%[activator][176 µM]
COc1ccc(CN2C[C@H]3CN(Cc4ccccc4)CCN3C2=O)cc1	2%[176 µM]
CCOc1ccccc1C1NC(=O)N(CC(=O)NCc2ccccc2)C2=C1C(=O)OC2 (stereo not given)	45%[activator]
CCOC(=O)c1oc2cc(OCC(=O)c3ccccc3)ccc2c(=O)c1-c1ccc2c(c1)OCCO2	6%
COc1cc(F)c(-c2nccn2CC(O)c2ccccc2)cc1OC (stereo not given)	32%[activator]
C=CCNC(=O)N[C@H]1CCN(C(=O)CC(C)(C)C)[C@@H]1C(=O)N[C@@H](C(=O)OC)C(C)C	58%[activator][176 µM]

Random excerpt: 2 compounds from above.
SMILES	12-LOX inh
Cc1noc2c(NCc3cnccn3)cc(-c3ccc(Cl)cc3)nc12	3%[176 µM]
O=C(CN1CCOCC1)N1CCNc2cnc(Nc3ccc(-n4ccnc4)cc3)nc2C1	33%[activator][176 µM]

This is a subset; the hit share may differ from the screen's.
